High-throughput results from PubChem.
BCLXL inh: inhibitors of human Bcl-xL; Q07817; GST-Bcl-xL / FITC-Bim BH3 peptide fluorescence polarization; inhibition, % at 10.9 µM; 0.7% of 320,000 active;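 active = inhibition above the mean of all tested compounds plus 3 SD, cutoff set per campaign, cut at about 30% in these data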;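 note: 0% = DMSO wells and 100% = unlabeled Bim-BH3 peptide competitor; inhibitors lower millipolarization by displacing the labeled peptide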
GLD-1 RNA inh: GLD-1-TGE RNA interaction inhibition (C. elegans); purified GLD-1 + fluorescein TGE RNA, fluorescence polarization; AID 2280; Q17339; inhibition, % at 5.96 µM; 0.44% of 320,000 active;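 active = percent inhibition above a per-plate cutoff, the plate mean of test compounds plus 3 SD, cut at about 30% in these data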;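 note: 0% = DMSO wells with GLD-1 and probe and 100% = wells lacking GLD-1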
Fam108B counter: Fam108B inhibition, counter-screen for RBBP9 inhibitors | recombinant Fam108B, FP-Rh probe fluorescence polarization | inhibition, % at 9.51 µM | 0.33% of 300,000 active | AID 1947;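 active = inhibition above the screen mean inhibition plus 3 SD, computed separately per campaign, cut at about 18% in these data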;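 note: inhibitors lower polarization as less probe binds the enzyme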
MCL1-BIM inh: MCL1-BIM-BH3 interaction inhibition (human); AID 2057; GST-MCL1 / FITC-Bim-BH3 fluorescence polarization; inhibition, % at 10.9 µM; 0.68% of 320,000 active; Q07820;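 active = inhibition above the mean inhibition of all tested compounds plus 3 SD, set per campaign, cut at about 40% in these data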;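 note: 0% = DMSO wells and 100% = unlabeled Bim-BH3 peptide control; higher means more loss of mP so more displacement of Bim peptide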
Target sequence (Q07820 whole entry, looked up): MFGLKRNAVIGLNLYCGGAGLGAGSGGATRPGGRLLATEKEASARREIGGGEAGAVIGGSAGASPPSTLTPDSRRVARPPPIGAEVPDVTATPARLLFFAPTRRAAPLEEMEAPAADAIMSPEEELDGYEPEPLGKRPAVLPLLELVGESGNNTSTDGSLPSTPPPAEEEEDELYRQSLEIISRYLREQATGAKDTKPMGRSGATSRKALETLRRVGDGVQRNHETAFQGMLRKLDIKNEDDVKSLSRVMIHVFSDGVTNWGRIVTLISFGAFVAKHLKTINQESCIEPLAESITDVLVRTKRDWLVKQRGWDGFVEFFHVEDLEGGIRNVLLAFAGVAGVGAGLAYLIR
Yeast superoxide: yeast age-related superoxide inhibition as caloric restriction mimetic | S. cerevisiae aged cells, superoxide DHE fluorescence; hits give low values | superoxide response (% of plate mean), % at 10 µM | 0.18% of 330,000 active | AID 2690;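 active = superoxide response under a set limit, about three screen SD below normal, cut at about 65% in these data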;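 note: yeast aged for seven days with compound at 30 °C before DHE staining; 100% = average MFI of all compound-treated wells on the plate with controls excluded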
EBNA-1 inhibitor: blocks EBNA-1 binding to DNA. 0.34% of 300,000 active. EBNA-1 DNA binding, fluorescence polarization. AID 1950. inhibition, % at 14.8 µM; in the data active = inhibition above about 28%
ZTA DNA inh: ZTA (EBV) inhibition in EBNA-1 counter-screen; 0.15% of 320,000 active; inhibition, % at 11 µM; ZTA-DNA binding, fluorescence polarization; AID 2234; in the data active = inhibition above about 33%
Target sequence (P03206 whole entry, looked up): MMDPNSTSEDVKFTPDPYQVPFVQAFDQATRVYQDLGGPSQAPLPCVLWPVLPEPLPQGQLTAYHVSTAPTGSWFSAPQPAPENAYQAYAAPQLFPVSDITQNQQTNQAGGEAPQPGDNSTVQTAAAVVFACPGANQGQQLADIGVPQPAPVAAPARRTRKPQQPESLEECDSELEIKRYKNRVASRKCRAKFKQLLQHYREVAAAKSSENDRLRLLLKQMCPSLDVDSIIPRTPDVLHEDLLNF
Efflux pump inh: antifungal efflux pump inhibition, Nile Red retention. S. cerevisiae Candida pump triplex. 0.44% of 330,000 active. inhibition, % at 10 µM;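 active = plate passing quality check with inhibition over a set limit, or well fluorescence over plate mean plus 4 SD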;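 note: Nile Red retained in pooled yeast measured as flow cytometry median fluorescence; 0% = buffer negative control and 100% = Enniatin B positive control; higher means more Nile Red kept so more efflux inhibition; some compounds called inactive have numbers as strong as hits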
MEX-5 binding: C. elegans MEX-5 TCR-2 RNA binding activity; MEX-5/FITC-TCR2 RNA binding, fluorescence polarization; hits give low values; activity score (negative = inhibition of binding), % at 10 µM; 0.38% of 300,000 active; AID 1832;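 active = inhibition past about -25% in most replicates, and total fluorescence under double the plate's negative control median, limit read from the data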;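 note: 0% = DMSO and -100% = 5 µM competing unlabeled TCR2 RNA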
Target sequence (Q9XUB2 whole entry, looked up): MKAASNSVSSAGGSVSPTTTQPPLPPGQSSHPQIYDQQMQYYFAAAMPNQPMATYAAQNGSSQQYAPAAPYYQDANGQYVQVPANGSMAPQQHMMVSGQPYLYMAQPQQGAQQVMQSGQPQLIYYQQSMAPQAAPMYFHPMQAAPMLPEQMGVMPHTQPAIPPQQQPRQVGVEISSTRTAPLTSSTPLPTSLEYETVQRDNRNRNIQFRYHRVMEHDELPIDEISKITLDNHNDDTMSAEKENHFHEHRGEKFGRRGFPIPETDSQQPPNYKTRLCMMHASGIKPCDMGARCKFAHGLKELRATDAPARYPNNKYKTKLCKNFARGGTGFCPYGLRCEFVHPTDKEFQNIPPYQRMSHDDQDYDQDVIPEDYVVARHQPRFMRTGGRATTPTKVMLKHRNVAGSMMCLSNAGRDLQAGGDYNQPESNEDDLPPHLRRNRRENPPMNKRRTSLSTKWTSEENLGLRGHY
* = called active by the depositor.

How did CC1(C)CC(=O)C(N=Nc2ccc(S(=O)(=O)N3CCCCCC3)cc2)=C(O)C1 do in these assays?
BCLXL inh: 5; GLD-1 RNA inh: -1; Fam108B counter: 3; MCL1-BIM inh: 9; Yeast superoxide: 91; EBNA-1 inhibitor: 7; ZTA DNA inh: 3; Efflux pump inh: 0.0; MEX-5 binding: -0.9

How did CCC(C)N(C(=O)Cn1nnc(-c2ccc(F)cc2)n1)C1CCS(=O)(=O)C1 (centres undefined) do in these assays?
BCLXL inh: 6; GLD-1 RNA inh: 6; Fam108B counter: 1; MCL1-BIM inh: 6; Yeast superoxide: 95; EBNA-1 inhibitor: -2; ZTA DNA inh: -2; Efflux pump inh: 0.5*; MEX-5 binding: -2.1

How did O=C(NCc1ccc(F)cc1)c1cccnc1C(=O)O do in these assays?
BCLXL inh: 6; GLD-1 RNA inh: 7; Fam108B counter: 0; MCL1-BIM inh: -1; Yeast superoxide: 105; EBNA-1 inhibitor: 14; ZTA DNA inh: 5; Efflux pump inh: 0.0; MEX-5 binding: 1.5

Results for O=C(Nc1cccnc1)c1cc2nc(C3CC3)cc(C(F)(F)F)n2n1 ?
BCLXL inh: 5; GLD-1 RNA inh: 3; Fam108B counter: 6; MCL1-BIM inh: 7; Yeast superoxide: 98; EBNA-1 inhibitor: -9; ZTA DNA inh: -6; Efflux pump inh: 0.2; MEX-5 binding: 0.1

Results for Cn1c(C(=O)NCc2cccs2)cc2oc3ccccc3c21 ?
BCLXL inh: -2; GLD-1 RNA inh: -5; Fam108B counter: -5; MCL1-BIM inh: -1; Yeast superoxide: 97; EBNA-1 inhibitor: 7; ZTA DNA inh: -2; Efflux pump inh: 0.1; MEX-5 binding: 2.4

How did Cc1nnc(NC(=O)C(C)Sc2nnc(-c3ccco3)n2C(C)C)s1 (centres undefined) do in these assays?
BCLXL inh: -2; GLD-1 RNA inh: 6; Fam108B counter: 4; MCL1-BIM inh: 5; Yeast superoxide: 91; EBNA-1 inhibitor: -3; ZTA DNA inh: -21; Efflux pump inh: 0.1; MEX-5 binding: -0.4

What do the screens show for `COc1ccc(N2CCN(C(CNC(=O)C(=O)NCc3cccnc3)c3ccco3)CC2)cc1` (centres undefined)?
BCLXL inh: 3; GLD-1 RNA inh: -1; Fam108B counter: 2; MCL1-BIM inh: 3; Yeast superoxide: 91; EBNA-1 inhibitor: -8; ZTA DNA inh: -5; Efflux pump inh: 0.0; MEX-5 binding: 1.4

What do the screens show for `NC(=O)C[N+]1(CC#CC(O)(c2ccccc2)c2ccccc2)CCCC1`?
BCLXL inh: -11; GLD-1 RNA inh: 3; Fam108B counter: -1; MCL1-BIM inh: -20; Yeast superoxide: 109; EBNA-1 inhibitor: 128*; ZTA DNA inh: 12; Efflux pump inh: 0.1; MEX-5 binding: 3.2

How did C=CCn1c(SCC(=O)N(CC)CC)nc(O)cc1=O do in these assays?
BCLXL inh: 1; GLD-1 RNA inh: -1; Fam108B counter: -2; MCL1-BIM inh: 8; Yeast superoxide: 87; EBNA-1 inhibitor: 1; ZTA DNA inh: -7; Efflux pump inh: -0.1; MEX-5 binding: -1.3

What do the screens show for `Cc1cc(C)cc(NC(=O)CSc2nnc(CNC(=O)c3cccs3)o2)c1`?
BCLXL inh: 8; GLD-1 RNA inh: -2; Fam108B counter: 1; MCL1-BIM inh: 10; Yeast superoxide: 94; EBNA-1 inhibitor: -2; ZTA DNA inh: -4; Efflux pump inh: 0.0; MEX-5 binding: 0.1

How did O=C(Nc1nccs1)C1CCN(S(=O)(=O)c2c(Cl)cccc2Cl)CC1 do in these assays?
BCLXL inh: 4; GLD-1 RNA inh: -2; Fam108B counter: 0; MCL1-BIM inh: -5; Yeast superoxide: 99; EBNA-1 inhibitor: 12; ZTA DNA inh: 4; Efflux pump inh: -0.2; MEX-5 binding: 3.3

How did COc1ccc(OC)c(S(=O)(=O)NCc2cn3ccsc3n2)c1 do in these assays?
BCLXL inh: 6; GLD-1 RNA inh: 0; Fam108B counter: 1; MCL1-BIM inh: 1; Yeast superoxide: 111; EBNA-1 inhibitor: 7; ZTA DNA inh: -5; Efflux pump inh: 0.0; MEX-5 binding: -1.0

Results for CC1CC(C)CN(S(=O)(=O)c2ccc(C(=O)Nc3sccc3C(N)=O)cc2)C1 (centres undefined) ?
BCLXL inh: 4; GLD-1 RNA inh: -2; Fam108B counter: -17; MCL1-BIM inh: 4; Yeast superoxide: 102; EBNA-1 inhibitor: 3; ZTA DNA inh: -5; Efflux pump inh: 0.2; MEX-5 binding: -0.5

How did Cc1ccc(C)c2sc(NC(=O)CN3C(=O)CCC3=O)nc12 do in these assays?
BCLXL inh: 7; GLD-1 RNA inh: 8; Fam108B counter: 3; MCL1-BIM inh: 5; Yeast superoxide: 99; EBNA-1 inhibitor: -2; ZTA DNA inh: -5; Efflux pump inh: 0.0; MEX-5 binding: -3.9

Results for COc1ccc(CN(C2CCCC2)S(=O)(=O)c2ccc(-n3cnnn3)cc2)cc1 ?
BCLXL inh: 1; GLD-1 RNA inh: 3; Fam108B counter: 1; MCL1-BIM inh: 3; Yeast superoxide: 103; EBNA-1 inhibitor: 13; ZTA DNA inh: 7; Efflux pump inh: 0.0; MEX-5 binding: 0.8

How did O=C(/C=C/c1cccc(F)c1)Nc1nccs1 do in these assays?
BCLXL inh: 9; GLD-1 RNA inh: 2; Fam108B counter: -1; MCL1-BIM inh: 2; Yeast superoxide: 109; EBNA-1 inhibitor: 7; ZTA DNA inh: 6; Efflux pump inh: -0.1; MEX-5 binding: 1.6

What do the screens show for `OCCNC(=S)NCc1ccccc1`?
BCLXL inh: 4; GLD-1 RNA inh: -4; Fam108B counter: -1; MCL1-BIM inh: 2; Yeast superoxide: 100; EBNA-1 inhibitor: 5; ZTA DNA inh: -8; Efflux pump inh: -0.1; MEX-5 binding: 0.4

How did COc1ccc(-c2nc(SC(C)C(=O)Nc3ccc(NC(C)=O)cc3)n[nH]2)cc1 (centres undefined) do in these assays?
BCLXL inh: -2; GLD-1 RNA inh: 3; Fam108B counter: 0; MCL1-BIM inh: -9; Yeast superoxide: 97; EBNA-1 inhibitor: -4; ZTA DNA inh: 1; Efflux pump inh: 0.1; MEX-5 binding: 0.1

What do the screens show for `O=C(CN1CCOCC1)N1CCN(c2nnc(-c3ccccc3)c3ccccc23)CC1`?
BCLXL inh: 6; GLD-1 RNA inh: -5; Fam108B counter: 3; MCL1-BIM inh: 9; Yeast superoxide: 99; EBNA-1 inhibitor: -9; ZTA DNA inh: 13; Efflux pump inh: 0.2; MEX-5 binding: -12

Results for COc1ccccc1CNCC(c1ccccc1)c1ccccc1 ?
BCLXL inh: 0; GLD-1 RNA inh: -4; Fam108B counter: 2; MCL1-BIM inh: 4; Yeast superoxide: 101; EBNA-1 inhibitor: -6; ZTA DNA inh: 6; Efflux pump inh: 0.0; MEX-5 binding: 1.6

Copied from the results shown for reference:
How did O=C(Nc1nccs1)C1CCN(S(=O)(=O)c2c(Cl)cccc2Cl)CC1 do in these assays?
BCLXL inh: 4; GLD-1 RNA inh: -2; Fam108B counter: 0; MCL1-BIM inh: -5; Yeast superoxide: 99; EBNA-1 inhibitor: 12; ZTA DNA inh: 4; Efflux pump inh: -0.2; MEX-5 binding: 3.3

How did COc1ccc(OC)c(S(=O)(=O)NCc2cn3ccsc3n2)c1 do in these assays?
BCLXL inh: 6; GLD-1 RNA inh: 0; Fam108B counter: 1; MCL1-BIM inh: 1; Yeast superoxide: 111; EBNA-1 inhibitor: 7; ZTA DNA inh: -5; Efflux pump inh: 0.0; MEX-5 binding: -1.0

Results for CC1CC(C)CN(S(=O)(=O)c2ccc(C(=O)Nc3sccc3C(N)=O)cc2)C1 (centres undefined) ?
BCLXL inh: 4; GLD-1 RNA inh: -2; Fam108B counter: -17; MCL1-BIM inh: 4; Yeast superoxide: 102; EBNA-1 inhibitor: 3; ZTA DNA inh: -5; Efflux pump inh: 0.2; MEX-5 binding: -0.5

Further compounds follow.
Results for CCC(=S)/C=C1\Sc2ccccc2N1CCCS(=O)(=O)O ?
BCLXL inh: 11; GLD-1 RNA inh: 3; Fam108B counter: -1; MCL1-BIM inh: 13; Yeast superoxide: 106; EBNA-1 inhibitor: 6; ZTA DNA inh: 7; Efflux pump inh: -0.1; MEX-5 binding: -4.4

How did CCN(CCNC(=O)C1CCN(S(=O)(=O)c2cccc3nsnc23)CC1)c1ccccc1 do in these assays?
BCLXL inh: 1; GLD-1 RNA inh: 4; Fam108B counter: 0; MCL1-BIM inh: 5; Yeast superoxide: 111; EBNA-1 inhibitor: -3; ZTA DNA inh: 2; Efflux pump inh: 0.2; MEX-5 binding: -1.0

What do the screens show for `C[C@H]1C[C@H]2[C@@H]3CCC4=CC(=O)C=C[C@]4(C)[C@@]3(Cl)[C@@H](O)C[C@]2(C)[C@@]1(O)C(=O)CO`?
BCLXL inh: 8; GLD-1 RNA inh: 2; Fam108B counter: 4; MCL1-BIM inh: 2; Yeast superoxide: 100; EBNA-1 inhibitor: -5; ZTA DNA inh: -4; Efflux pump inh: 0.0; MEX-5 binding: -2.5

How did CN(C(=O)C1CCN(S(=O)(=O)c2cccs2)CC1)c1ccccc1 do in these assays?
BCLXL inh: 3; GLD-1 RNA inh: 0; Fam108B counter: 2; MCL1-BIM inh: 3; Yeast superoxide: 93; EBNA-1 inhibitor: -3; ZTA DNA inh: -1; Efflux pump inh: -0.1; MEX-5 binding: -2.0

What do the screens show for `CSc1nnc2c3ccccc3n(CCc3ccccc3)c2n1`?
BCLXL inh: 3; GLD-1 RNA inh: -3; Fam108B counter: -2; MCL1-BIM inh: 5; Yeast superoxide: 87; EBNA-1 inhibitor: 2; ZTA DNA inh: -19; Efflux pump inh: 0.0; MEX-5 binding: -2.2

Results for Cc1cc2ccccn2c1C(=O)c1cccc(F)c1 ?
BCLXL inh: 5; GLD-1 RNA inh: 5; Fam108B counter: 2; MCL1-BIM inh: 9; Yeast superoxide: 78; EBNA-1 inhibitor: -1; ZTA DNA inh: -11; Efflux pump inh: 0.2; MEX-5 binding: 1.8

Results for O=[N+]([O-])c1cccc(S(=O)(=O)NCCc2cccs2)c1 ?
BCLXL inh: 1; GLD-1 RNA inh: 3; Fam108B counter: -3; MCL1-BIM inh: 5; Yeast superoxide: 107; EBNA-1 inhibitor: 6; ZTA DNA inh: 4; Efflux pump inh: -0.1; MEX-5 binding: 1.1

What do the screens show for `O=C1NC(=S)N/C1=C\c1cccc([N+](=O)[O-])c1`?
BCLXL inh: 4; GLD-1 RNA inh: -4; Fam108B counter: -4; MCL1-BIM inh: 6; Yeast superoxide: 97; EBNA-1 inhibitor: 8; ZTA DNA inh: 18; Efflux pump inh: 0.0; MEX-5 binding: -3.5

What do the screens show for `CCCc1nn2c(=O)cc(CSCC(=O)Nc3ccc(C)cc3)nc2s1`?
BCLXL inh: 6; GLD-1 RNA inh: -5; Fam108B counter: 3; MCL1-BIM inh: -5; Yeast superoxide: 130; EBNA-1 inhibitor: -4; ZTA DNA inh: -20; Efflux pump inh: 1.6; MEX-5 binding: 2.4

Results for CCn1c(SCC(=O)Nc2cccc(NC(C)=O)c2)nnc1-c1ccco1 ?
BCLXL inh: 6; GLD-1 RNA inh: 0; Fam108B counter: -4; MCL1-BIM inh: 0; Yeast superoxide: 90; EBNA-1 inhibitor: -8; ZTA DNA inh: 5; Efflux pump inh: -0.3; MEX-5 binding: -1.1

What do the screens show for `COc1ccc2nc(NC(=S)NC(=O)c3ccco3)sc2c1`?
BCLXL inh: 9; GLD-1 RNA inh: 5; Fam108B counter: -5; MCL1-BIM inh: 3; Yeast superoxide: 98; EBNA-1 inhibitor: 18; ZTA DNA inh: -9; Efflux pump inh: -0.1; MEX-5 binding: 0.5
